# EphA4 KYL inhibition = inhibitors of EphA4 binding to KYL peptide, primary screen, biochemical, colorimetric, mouse EphA4 (AID 689) | 62,000 compounds, 0.1% hits | Ephrin type-A receptor 4 (Mus musculus) | EphA4-AP binding to KYL peptide, pNPP A405; higher % means a stronger effect | one-dose inhibition, % at 10 µM; IC50 in µM for titrated hits; in the data active = a potency from the dose series; inactive = the rest, 99 in 100 with inhibition below about 22%
# * hit, by the source's call.
SMILES,EphA4 KYL inhibition
Cc1cc(C)cc(NC(=O)C(=O)NCc2ccncc2)c1,-3%
CC(=O)c1cccc(N(C(=O)c2ccco2)C(C(=O)NC2CCCC2)c2ccncc2)c1 (stereo not drawn),-12%
O=C(NC(C(=O)N/N=C/c1c2ccccc2cc2ccccc12)c1n[nH]c(=O)c2ccccc12)c1ccccc1 (stereo not drawn),3%
Cc1ccc(C(=O)Nc2ncnc3sc4c(c23)CCCCC4)cc1,6%
O=c1oc2ccccc2c(Nc2ccc(O)cc2)c1[N+](=O)[O-],-14%
O=C(NCc1ccccc1)C1CC(=O)N(c2ccc(F)cc2)C1 (stereo not drawn),-3%
Cc1cc(Nc2cccc(C(=O)O)c2)n2ncnc2n1,7%
COC(=O)c1c(C)[nH]c(C)c1-c1ccccc1Cl,-4%
CCc1ccc(C2C3=C(CC(C)(C)CC3=O)Nc3c2c(=O)[nH]c2nc(C)nn32)cc1 (stereo not drawn),-9%
COc1cc2c(cc1OC)C(C(=O)O)C(c1cc(Br)c(O)c(OC)c1)N(C)C2=O (stereo not drawn),-1%
Cc1ccc(S(=O)(=O)N(CCO)Cc2cc3ccc(C)c(C)c3[nH]c2=O)cc1,-2%
COc1ccc(Oc2coc3cc(OC(=O)c4cccs4)ccc3c2=O)cc1,-1%
Cc1c(C(=O)Nc2ccccc2N2CCOCC2)sc2nc3n(c(=O)c12)CCC3,-2%
CC(=O)c1nnn(-c2nc(N)nc(N(c3ccccc3)c3ccccc3)n2)c1C,-3%
Cc1nc(SCC(N)=O)[nH]c(=O)c1CCC(C)C,-4%
Cc1cc(C(F)F)n2ncc(C(=O)O)c2n1,-2%
O=C(NCC1CCCO1)c1ccc2c(=O)n(CCc3ccccc3)c(=O)[nH]c2c1 (stereo not drawn),-4%
CC1C(=O)Nc2ccccc2N1C(=O)C1CC1 (stereo not drawn),-13%
CCOC(=O)c1c(C)[nH]c(C(=O)OCc2c(C)noc2C)c1C,1%
COc1ccc(Cn2nnnc2CN2CCC(c3nc4ccccc4s3)CC2)cc1,-11%
CN(CCNC(=O)c1cc2c(=O)n(C)c3ccccc3c2n1C)Cc1ccccc1,-20%
COc1ccc(/C=C/C(=O)Oc2cccc(/C=N/NC(=O)COc3c(C)cccc3C)c2)cc1,-16%
COc1ccccc1C1CC(c2ccc(C)cc2)=NN1C(C)=O (stereo not drawn),-1%
COCCN(CCOC)S(=O)(=O)c1ccc(C(=O)Nc2nc(C)c(C(C)=O)s2)cc1,-4%
Cc1cccc(NC(=O)Cn2c(=O)n(Cc3ccco3)c(=N)c3c4c(sc32)COC(C)(C)C4)c1,-1%

# Some of the entries above, set out differently.
SMILES	EphA4 KYL inhibition
COc1ccc(/C=C/C(=O)Oc2cccc(/C=N/NC(=O)COc3c(C)cccc3C)c2)cc1	-16%
CN(CCNC(=O)c1cc2c(=O)n(C)c3ccccc3c2n1C)Cc1ccccc1	-20%

# (cont.)
SMILES,EphA4 KYL inhibition
Cc1ccc(S(=O)(=O)N(C)CCCC(=O)Nc2cccc(C)c2C)cc1,16%
COc1ccccc1C1N(c2ccc(Cl)cc2)C(=O)C2CCCN21 (stereo not drawn),6%
CC1(C)NN(c2ccccc2)C(=S)N1c1ccccc1,1%
CCOc1cc(OCC)cc(C(=O)NC(=S)Nc2cccc(C(F)(F)F)c2)c1,15%
COC(=O)c1c(C)oc2ccc(OC(=O)c3c(C)oc4ccc(OC(C)=O)cc34)cc12,0%
Cn1nc(OCCOc2ccccc2)ccc1=O,-5%
COc1ccc(Br)cc1C(=O)Nc1ccc(N2CCOCC2)cc1,-10%
CC(=O)OCCCN1C(=O)c2ccc([N+](=O)[O-])cc2C1=O,-3%
Cc1ccc(S(=O)(=O)N2CCC(C(=O)O)CC2)cc1C(=O)O,7%
O=C(CCCOc1ccc(Cl)cc1Cl)N1CCCc2ccccc21,-5%
Cc1onc(-c2ccccc2)c1C(=O)N1CCc2ccccc21,-8%
COc1ccc(NC(=O)CSc2ccncc2)c([N+](=O)[O-])c1,-4%
COc1ccc(-c2cc(N)n(S(=O)(=O)c3ccc(F)cc3)n2)cc1OC,-12%
O=C(N1CCOCC1)C12CC3CC(C1)CC(C(=O)N1CCOCC1)(C3)C2,0%
COCCNC(=O)c1onc(CSc2cccc(OC)c2)c1C(=O)O,-6%
CCCn1c2c(c(O)c(C(=O)Nc3ccccc3)c1=O)CCCC2,1%
Cc1ccc(SCCCn2cnc3ccccc3c2=O)cc1,-11%
O=C(O)c1cc(-c2ccccc2)c(N2CCOCC2)s1,-3%
CC(=O)Nc1ccccc1N(C)S(=O)(=O)c1ccc(C)cc1,4%
N#Cc1nc(N2CCOCC2)nc(N2CCOCC2)n1,18%
CC(C)NC(=O)c1ccc(OC2CSC2)cc1,-2%
Cc1cnc(C)c(N2CCC(C(=O)NC(C)c3cccs3)CC2)n1 (stereo not drawn),-4%
Cn1c(NCCCN2CCOCC2)nc2c1c(=O)n(Cc1ccc(Cl)cc1)c(=O)n2C,-26%
Cc1noc(NS(=O)(=O)c2ccc(N/C=C\C(=O)c3ccncc3)cc2)c1C,-4%
Cc1c(OCc2ccc(C(=O)O)o2)ccc2c3c(c(=O)oc12)CCC3,5%
SMILES,EphA4 KYL inhibition
CC1(C)CC(=O)c2c(O)cc(OCc3ccc([N+](=O)[O-])cc3)cc2O1,-10%
NS(=O)(=O)c1ccc(NC(=O)N2c3ccccc3Sc3ccccc32)cc1,-9%
COc1ccc(C(=O)NNC(=S)NC2CCCCC2)cc1OC,-2%
O=C(CSc1ncnc2c1oc1ccccc12)Nc1cccc(F)c1,-13%
O=C(CC1S/C(=N\N=C2/CCCc3ccccc32)NC1=O)Nc1ccc(Cl)cc1Cl (stereo not drawn),0%
COc1ccc2c(c1)C(C)CC(C)(C)N2C(=O)CSc1ncn[nH]1 (stereo not drawn),6%
Cc1nn(-c2ccccc2)c2sc(-c3nnc(SCC(=O)O)o3)cc12,-8%
Cc1cccc(N=Nc2c(N)n[nH]c2-c2ccc(Cl)cc2)c1,-8%
O=C(Nc1cccc2nsnc12)c1ccc(-c2cccc(Cl)c2)o1,11%
Cc1[nH]c2ccc(C(=O)O)cc2c1C,-4%
CCCCn1c(NC(C)CC)nc2c1c(=O)[nH]c(=O)n2C (stereo not drawn),-14%
O=[N+]([O-])c1ccc2c(c1)S(=O)(=O)N=C2Nc1cccnc1,-16%
Cc1csc(SCC(=O)Nc2cc(C(C)(C)C)nn2-c2ccccc2)n1,-7%
COc1cccc(CNc2ccc(F)c(Cl)c2)c1OC,-7%
O=C(Nc1cnn(Cc2ccc(F)cc2)c1)c1cc(-c2cccs2)on1,6%
C=CCn1c(SCC(=O)Nc2ccccc2)nnc1-c1cccc(S(=O)(=O)N2CCOCC2)c1,-2%
Cc1csc(NC(=O)CN(C)S(=O)(=O)c2cccc3cccnc23)n1,-13%
OC(COc1ccccc1)Cn1cc(Br)cn1 (stereo not drawn),-12%
CCCCOc1ccc(-c2nc(C3CCCCC3)no2)cc1,3%
CC1(C(=O)O)CCC(C(=O)NC2CCCCCC2)C1(C)C (stereo not drawn),-11%
CCN(CC)CCCNC(=O)C1c2ccccc2C(=O)N(C)C1c1ccc(OC)cc1 (stereo not drawn),-11%
Cc1nc(N2CCN(Cc3ccc4c(c3)OCO4)CC2)nc2c1C(=O)CC(c1ccco1)C2 (stereo not drawn),2%
CCOC(=O)C1=C(C)N(Cc2ccccc2)C(=O)NC1c1ccc(OC)cc1 (stereo not drawn),-11%
CC(=O)NC1(c2cccc(F)c2)CCN(CC(=O)NC2CCCCC2)CC1,-10%
COC(=O)CC1(c2ccccc2)C(=O)c2ccccc2C1=O,-10%

# 3 compounds out of the list above, ordered by the value under EphA4 KYL inhibition, smallest number first.
SMILES,EphA4 KYL inhibition
Cc1nn(-c2ccccc2)c2sc(-c3nnc(SCC(=O)O)o3)cc12,-8%
Cc1csc(SCC(=O)Nc2cc(C(C)(C)C)nn2-c2ccccc2)n1,-7%
CCCCOc1ccc(-c2nc(C3CCCCC3)no2)cc1,3%

# Following part.
SMILES,EphA4 KYL inhibition
Cn1c(-n2c(CCCN3C(=O)c4ccccc4C3=O)nc3ccccc3c2=O)nc2ccccc21,4%
O=C(/C=C/c1ccc(OCc2ccccc2)cc1)c1ccc(Br)cc1,-6%
CCOC(=O)C1CCCN(c2c(Nc3cc(C)cc(C)c3)c(=O)c2=O)C1 (stereo not drawn),-3%
Fc1cnc(N2CCc3ccccc32)nc1N1CCc2ccccc21,7%
Cc1ccc(S(=O)(=O)N2CCN(CCNC(=O)C(=O)Nc3ccc(Br)cc3)CC2)cc1,3%
Cc1cccc(N(C)S(=O)(=O)c2ccc3[nH]c(=O)c(=O)[nH]c3c2)c1,-18%
Cc1cc(=O)oc2cc(OC(C)C(=O)Nc3ccc(N4CCOCC4)cc3)ccc12 (stereo not drawn),0%
CC(=O)NC1CCN(C(=O)N2CCCC2)CC1,-2%
O=C(NCN1CCc2ccccc2C1)c1ccccc1,-6%
COc1cccc(OCc2nnc(SCC(=O)NCc3ccco3)n2C)c1,-6%
Cc1ccc(-c2nnc3n2N=C(c2ccc(Br)cc2)CS3)cc1,-2%
CCOC(=O)c1ccc(Nc2cc(C)nc3ncnn23)cc1,9%
CCN(CC)CCCN1C(=O)C(O)=C(C(=O)c2sc(C)nc2C)C1c1ccc(C)o1 (stereo not drawn),0%
C/C(=N\Nc1nc(N)cc(Cl)n1)c1cccc([N+](=O)[O-])c1,3%
Cc1ccc(NC(=O)/C=C/c2ccccc2Cl)c(Br)c1,4%
Cc1ccc(C(=O)NC2CCN(C(=O)N3CCOCC3)CC2)cc1,-6%
Cc1cccc(NC(=O)C(=O)NCCc2ccc(Cl)cc2)c1,-2%
CC(C)C(NC(=O)OC(C)(C)C)C(=O)N1CCCC1C(=O)NC(Cc1ccccc1)C(N)=O (stereo not drawn),-9%
CC(c1ccccc1)c1nnc(NC(=O)c2ccco2)s1 (stereo not drawn),-1%
CN(CCCNC(=O)C1CCC(=O)N1Cc1ccc(F)cc1)c1ccccc1 (stereo not drawn),-2%
CCOC(=O)c1c(C)c(C(=O)N2CCCCCC2)c(C)n1C,-13%
CCOC(=O)N1CCC(NC(=O)Cn2nc(Cc3ccncc3)c3ccccc3c2=O)CC1,-3%
O=C(Nc1ccn(Cc2ccc(F)cc2)n1)c1ccncc1,-3%
Cc1ccc(C)c(NC(=S)N2CCC(N(C)CC3CCCO3)CC2)c1 (stereo not drawn),3%
COc1ccc(-n2nnnc2-c2ccccc2)cc1,-10%

# 5 records drawn at random from those above, as already listed:
SMILES,EphA4 KYL inhibition
COc1ccc(-n2nnnc2-c2ccccc2)cc1,-10%
O=C(/C=C/c1ccc(OCc2ccccc2)cc1)c1ccc(Br)cc1,-6%
CC(c1ccccc1)c1nnc(NC(=O)c2ccco2)s1 (stereo not drawn),-1%
Cc1cccc(NC(=O)C(=O)NCCc2ccc(Cl)cc2)c1,-2%
CC(=O)NC1CCN(C(=O)N2CCCC2)CC1,-2%

# Part of the list above in order of heavy-atom count, low to high.
SMILES,EphA4 KYL inhibition
COc1ccc(-n2nnnc2-c2ccccc2)cc1,-10%
CC(c1ccccc1)c1nnc(NC(=O)c2ccco2)s1 (stereo not drawn),-1%
CCOC(=O)c1c(C)c(C(=O)N2CCCCCC2)c(C)n1C,-13%
Cc1ccc(-c2nnc3n2N=C(c2ccc(Br)cc2)CS3)cc1,-2%
Cc1cccc(N(C)S(=O)(=O)c2ccc3[nH]c(=O)c(=O)[nH]c3c2)c1,-18%
O=C(/C=C/c1ccc(OCc2ccccc2)cc1)c1ccc(Br)cc1,-6%
Cn1c(-n2c(CCCN3C(=O)c4ccccc4C3=O)nc3ccccc3c2=O)nc2ccccc21,4%

# Next part.
SMILES,EphA4 KYL inhibition
COc1cc(/C=C2/N=C(c3ccccc3F)OC2=O)cc(Cl)c1OS(C)(=O)=O,3%
O=C(O)CCCC(=O)N1N=C(c2ccc(Br)cc2)CC1c1ccco1 (stereo not drawn),3%
COc1ccc(NC(=O)Nc2ccc3nsnc3c2)cc1,-15%
CCOc1ccc(C(C)=O)cc1N1C(=O)C2C(C1=O)C1C=CC2C12CC2 (stereo not drawn),10%
CCCCC(=O)N1CC2(C)CN(C(=O)CCCC)CC(C)(C1)C2=O,-21%
CC(C(=O)NCc1ccco1)n1nc(-c2ccccc2)c2cc(Cl)ccc21 (stereo not drawn),-2%
CC1CC(C)CN(S(=O)(=O)c2ccc(C(=O)NCCCn3ccnc3)cc2)C1 (stereo not drawn),-8%
O=C(CSc1nnc(Nc2ccccc2)s1)NCc1ccco1,-5%
CCCCCn1c(Sc2nc3ccccc3s2)nc2c1c(=O)[nH]c(=O)n2C,-14%
COCCn1c(SCC(=O)NC(=O)NC(C)C)nc2ccccc21,-11%
CCOC(=O)c1c(NC(=S)Nc2ccccc2)sc2c1CCN(CCc1ccccc1)C2,15µM*
CCOC(=O)c1cc2c(ccn2-c2ccc(F)cc2)n1CC(=O)N1CCN(C(=O)c2ccco2)CC1,-9%
CN(C)CCNC(=S)Nc1cccc(Cl)c1,-1%
Cc1cc(C(=O)N(C)CC(=O)Nc2ccccc2C(F)(F)F)c(C)o1,1%
Cc1cccc(C)c1NC(=S)NC(=O)c1ccco1,-8%
Cn1c(SCC(=O)OC2CCCCC2)nnc1-c1ccc(S(=O)(=O)N2CCCC2)cc1,1%
CC(C)N(C(=O)c1sc2cc([N+](=O)[O-])ccc2c1Cl)C(C)C,-12%
CCC(c1nnnn1CCc1ccccc1)N(Cc1ccco1)Cc1cc2c(C)ccc(C)c2[nH]c1=O (stereo not drawn),5%
COc1ccc(/C=N/NC(=O)C(=O)N2CCN(c3ccccc3OC)CC2)cc1,-5%
COc1ccccc1NS(=O)(=O)c1cccc(C(=O)OCC(=O)Nc2cc(C)on2)c1,-6%
CNC(=O)c1ccccc1S(=O)(=O)c1ccccc1C#N,3%

# High-throughput results as filed in PubChem BioAssay.

# An excerpt, so the mix of outcomes need not match the whole.
